KCNQ2 inh: KCNQ2 potassium channel inhibitors, primary screen, cell-based, CHO-K1, FluxOR thallium flux, B-score (AID 2156); B-score at 10 µM; hit rate 1.1% among 310,000; 20 min; hits give low values; Potassium voltage-gated channel subfamily KQT member 2 (Rattus norvegicus), O88943;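 active = fluorescence ratio B-score at most minus 3 library SDs, with starting brightness B-score within 2 library SDs, cut at about -5.5 in these data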
Target sequence (O88943 whole entry, looked up): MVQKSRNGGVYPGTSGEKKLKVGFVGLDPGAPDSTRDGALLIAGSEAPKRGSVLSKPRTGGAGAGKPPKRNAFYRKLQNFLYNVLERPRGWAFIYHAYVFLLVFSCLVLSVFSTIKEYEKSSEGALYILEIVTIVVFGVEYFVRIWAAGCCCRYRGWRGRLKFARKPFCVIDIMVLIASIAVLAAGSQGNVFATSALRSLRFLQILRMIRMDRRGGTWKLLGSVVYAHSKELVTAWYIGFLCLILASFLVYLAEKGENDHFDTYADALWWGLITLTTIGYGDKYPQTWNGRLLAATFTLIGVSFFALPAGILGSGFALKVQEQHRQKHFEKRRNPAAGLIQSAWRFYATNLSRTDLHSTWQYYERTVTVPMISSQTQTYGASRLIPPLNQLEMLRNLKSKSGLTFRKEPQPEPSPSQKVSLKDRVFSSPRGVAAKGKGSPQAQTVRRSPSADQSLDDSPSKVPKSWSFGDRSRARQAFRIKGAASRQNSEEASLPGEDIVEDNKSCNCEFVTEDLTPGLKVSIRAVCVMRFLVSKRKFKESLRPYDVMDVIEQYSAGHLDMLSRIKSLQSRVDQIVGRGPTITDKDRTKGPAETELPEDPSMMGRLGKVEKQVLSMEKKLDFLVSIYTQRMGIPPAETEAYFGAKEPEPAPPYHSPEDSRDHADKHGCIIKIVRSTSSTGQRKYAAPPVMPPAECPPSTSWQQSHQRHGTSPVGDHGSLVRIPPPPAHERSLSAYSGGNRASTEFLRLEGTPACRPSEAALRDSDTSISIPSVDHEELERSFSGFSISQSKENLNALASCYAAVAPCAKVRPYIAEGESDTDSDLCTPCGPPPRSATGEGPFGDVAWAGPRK
CHT inh: inhibitors of human choline transporter CHT; High affinity choline transporter 1 (Homo sapiens), Q9GZV3; CHT-expressing cells, membrane potential dye, choline response; hits give low values; B-score at 10 µM; hit rate 0.86% among 310,000;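 active = B-score over 3 SD under the library average, and starting fluorescence ratio not unusually high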;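 note: choline stimulus applied at its EC90 after an EC20 pre-addition; B-score computed on integrated fluorescence ratio after choline addition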
The depositor's hits bear a star; i = inactive; . = not tested or not shown.

KCNQ2 inh | CHT inh | SMILES
i | i | Cc1nn(CC(=O)Nc2ccc(Cl)cc2Cl)c(=O)c2ccccc12
i | i | O=C(NC(=O)c1c(F)cccc1F)O/N=C1\CCCc2occc21
i | -6.9* | COc1cc(C=Nc2cccc(C)c2)c(O)c([N+](=O)[O-])c1
i | i | O=C(O)/C(=C/c1ccco1)NC(=O)c1ccccc1
i | i | CCOC(=O)c1c(-c2ccc(C)o2)csc1NC(=S)NC(=O)c1ccccc1Br
i | i | CC(=O)Nc1ccc(S(=O)(=O)NCCc2ccc(S(N)(=O)=O)cc2)cc1
i | i | N#Cc1c2ncn(CC(=O)c3ccc(Br)cc3)c(=O)c2c2n1CCC2
i | i | CCn1c(SCC(=O)Nc2nnc(C)s2)nnc1C(C)NC(=O)c1ccccc1 (configuration not stated)
i | i | Cc1cccc(-n2c(SCC(N)=O)nnc2-c2ccco2)c1
i | i | CC(NC(=O)Cn1cnc([N+](=O)[O-])n1)c1ccccc1 (configuration not stated)
i | i | Cc1ccc(F)cc1NC(=O)CCOc1ccccc1
i | i | O=C(c1ccncc1)N1CCN(S(=O)(=O)c2cccc(F)c2)CC1
i | i | CC1SC(C)C(=O)N(CC(=O)NCc2ccc(F)cc2)C1=O (configuration not stated)
-7.6* | i | Cc1cc(C)n(-c2nc3ccccc3c(=O)n2OCc2ccc(Cl)cc2)n1
i | i | Cc1cc(Cl)ccc1C(=O)C1CCCN(C(=O)c2snnc2C)C1 (configuration not stated)
i | i | O=C(COC(=O)c1c2c(nc3ccccc13)CCCCC2)NCc1ccc2c(c1)OCO2
i | i | Cc1cccc(NC(NC(=O)c2ccccn2)C(Cl)(Cl)Cl)c1 (configuration not stated)
i | i | Cc1sc2nc(-c3ccco3)oc(=O)c2c1C
i | i | Cc1ccc(NC(=O)N2CCC(C(=O)Nc3ccc(C)cc3C)CC2)cc1
i | i | CCC1CCCCN1Cc1nc2c(c(=O)n(C)c(=O)n2C)n1Cc1ccccc1 (configuration not stated)
i | i | O=C(Oc1nsnc1N1CCCCC1)N1CCOCC1
i | i | Cc1cc(NC(=O)C2CCN(C(=O)c3ccco3)CC2)ccc1Br
i | i | COc1ccc(/C=N/OCC(=O)Nn2c(C)nc3ccccc3c2=O)cc1
i | i | Cc1ccc(/C=C2/SC(=S)N(c3ccc(S(=O)(=O)Nc4nccs4)cc3)C2=O)cc1
i | -5* | c1ccc(Sc2ncnc3ccccc23)cc1
i | i | CCC(C)(C)NC(=O)C(c1cccc(OC)c1OC)N(C(=O)CCC(=O)Nc1cc(C)on1)c1ccc2c(c1)OCCO2 (configuration not stated)
i | i | COCC(=O)Nc1nc2ccc(C)cc2s1
i | i | COc1ccc2c(c1)C(=O)OC2CC(=O)O (configuration not stated)
i | i | O=C(NCCCN1CCOCC1)C(C(=O)c1ccccc1)n1ccccc1=O (configuration not stated)
i | i | COc1ccccc1NC(=O)C(C)NS(=O)(=O)c1ccccc1 (configuration not stated)
i | i | COc1ccc(OC(=O)c2cc(S(=O)(=O)N3CCCC3)ccc2Cl)cc1
i | i | Cc1cc(C)nc(Sc2ccc3nnnn3n2)n1
i | i | CCCCSc1nc2sc3c(c2c(=O)n1-c1ccc(C)cc1)CCN(C)C3
i | i | COc1cc(/C=N/n2cnnc2)ccc1OCc1ccc(C)cc1
i | i | Cc1cc(/C=C2/NC(=O)NC2=O)c(C)n1-c1ccc(N2CCOCC2)cc1
. | i | CC(C)CC(=O)C(=O)O
i | i | COc1cc(-c2[nH]ncc2CN2CCN(c3cccc(C)n3)CC2)cc(OC)c1OC
i | i | O=[n+]1c2c(n([O-])c3c1CCCC3)CCCC2
i | i | CC(C)(C)NC(=O)Cn1c(=O)oc2cc(S(=O)(=O)N3CCc4ccccc43)ccc21
i | i | CN1C(=O)C(=O)/C(=C(/O)c2ccc(Br)cc2)C1c1ccc(F)cc1 (configuration not stated)
i | i | Cc1c(CCC(=O)O)c(=O)oc2c(C)c(OCc3ccccc3Cl)ccc12
i | i | O=C1CCC(C(=O)OCc2cc(Cl)ccc2OC(F)F)N1 (configuration not stated)
i | i | COc1ccc(NC(=O)c2cccc(Oc3ccccc3)c2)cn1
i | i | CC(C)c1ccc(N2C(=O)C3C4C=CC(CC4)C3C2=O)cc1 (configuration not stated)
i | i | COc1ccc(S(=O)(=O)N(NC2=NS(=O)(=O)c3ccccc32)C(=O)C(C)C)cc1

Quoted at random: six entries already listed.
KCNQ2 inh | CHT inh | SMILES
i | i | COc1cc(-c2[nH]ncc2CN2CCN(c3cccc(C)n3)CC2)cc(OC)c1OC
i | i | COc1ccc(S(=O)(=O)N(NC2=NS(=O)(=O)c3ccccc32)C(=O)C(C)C)cc1
i | i | COc1cc(/C=N/n2cnnc2)ccc1OCc1ccc(C)cc1
i | i | Cc1cc(C)nc(Sc2ccc3nnnn3n2)n1
i | i | O=[n+]1c2c(n([O-])c3c1CCCC3)CCCC2
i | i | O=C1CCC(C(=O)OCc2cc(Cl)ccc2OC(F)F)N1 (configuration not stated)

Other records:
KCNQ2 inh | CHT inh | SMILES
i | i | Cc1ccsc1/C=N/Nc1ccc(Cl)nn1
i | i | COc1cccc(N2CCN(c3ccc4nnc(CCC(=O)Nc5ccc(C)cn5)n4n3)CC2)c1
i | i | Nc1ccn(Cc2cccc(F)c2)n1
. | i | CC(C)C(NS(=O)(=O)c1ccc2c(c1)oc(=O)n2C)C(=O)N1CCN(Cc2ccccc2)CC1 (configuration not stated)
i | i | CCOc1ccc(NC(=S)c2ccncc2)cc1
i | i | CCN(CC(=O)NCc1ccc(Cl)cc1)C(=O)c1cc(S(=O)(=O)NCc2ccccc2)ccc1C
i | i | Cc1cccc2cc(C(c3nnnn3Cc3ccc4c(c3)OCO4)N3CCCC3)c(=O)[nH]c12 (configuration not stated)
i | i | O=C(c1ccc2c(c1)OCO2)N1CCNc2ccccc2C1
i | i | CCOc1c2ccc(C(=O)NCCc3cccs3)cc2nn1CC
i | i | COc1cc(C2NC(=O)NC(C)=C2C(=O)OC(C)C)ccc1OC(=O)c1ccco1 (configuration not stated)
i | i | COc1cc(-c2ccc(NC(C)=O)c(OC)c2)ccc1NC(C)=O
i | i | CCC(C)C(=O)Nc1nc(C)c(-c2csc(Nc3ccc(Cl)cc3)n2)s1 (configuration not stated)
i | i | COC(=O)c1cn(CC(=O)Nc2ccc(OC)cc2)c2ccccc12
i | i | Nc1nnc(N2CCCCCC2)s1
i | i | CC1=C(C(N)=O)C(c2cccc(OCc3ccccc3)c2)n2nnnc2N1 (configuration not stated)
i | i | CSc1ccc(/C=C(/NC(=O)c2ccccc2)C(=O)NCCCn2ccnc2)cc1
i | i | CN(Cc1cccs1)C(=O)c1ccc(S(=O)(=O)N2CCCCC2)cc1
i | i | CCOC(=O)c1sc(N2C(=O)C(O)=C(C(=O)c3ccco3)C2c2cccc(Cl)c2)nc1C (configuration not stated)
i | i | O=c1[nH][nH]c2ccccc2c1=O
i | i | Cc1ccc2oc(-c3cccc(NC(=S)NC(=O)/C=C/c4ccco4)c3)nc2c1
i | i | COc1cccc(C2N(c3cccc(Cl)c3)C(=O)C3CCCN32)c1OC (configuration not stated)
i | i | COc1cccc(N2CC(C(=O)Nc3nnc(SCC(=O)NCC4CCCO4)s3)CC2=O)c1 (configuration not stated)
i | i | CCc1ccc(C(=O)COC(=O)c2cccnc2Cl)cc1
i | i | CCOC(=O)CNC(=O)CSc1nc(-c2ccccc2)ns1
i | i | CCOC(=O)C1CCCN(C(=O)COC(=O)C2=COCCO2)C1 (configuration not stated)
i | i | Cc1c(C)n(CCN(C)C)c2ccc(C(=O)OCCN(C)C)cc12
i | i | Cc1ccc(-n2c(C)nc3oc4ccccc4c(=O)c3c2=O)cc1
i | i | C=CCOc1ccc(/C=C/C(=O)OCC(=O)NC2CCCCCCC2)cc1
i | i | COc1ccc(Cn2c(CCC(=O)Nc3ccc(CC#N)cc3)nc3cccnc32)cc1
i | i | CCOC(=O)c1c(C)[nH]c(NC(=O)Nc2ccc(NC(C)=O)cc2)c1C
i | i | Cc1cnc(C(=O)Nc2ccccc2C(=O)N2CCOCC2)cn1
i | i | CCc1ccc2c(c1)c1nnc(NN)nc1n2CC
i | i | CCOC(=O)c1c(NC(=O)C2COc3ccccc3O2)sc(C)c1C (configuration not stated)
i | i | CCN(C#N)c1nc(N(C)C)nc(N(C)C)n1
i | i | O=C(O)CSc1c[nH]c2ccccc12
. | i | CCCOc1ccc(C2/C(=C(/O)c3ccccc3)C(=O)C(=O)N2CCCN(C)C)cc1OC (configuration not stated)
i | i | Cc1cc2nc(SCCN3CCOCC3)[nH]c2cc1C
i | i | COC(=O)C1(C)NC(c2ccccc2F)C2C(=O)N(c3ccccc3)C(=O)C21 (configuration not stated)
i | i | COC(=O)c1cccc(NC(=S)NCCC2=CCCCC2)c1
i | i | COc1cc(/C=N/NC(=S)NC2CC3C=CC2C3)cc(OC)c1OC (configuration not stated)
i | i | Cc1ccc(-n2nnnc2SCC(=O)Nc2ccccc2-c2ccccc2)cc1C
i | i | CCC(c1nnc(SCC(=O)N2CC3(C)CC2CC(C)(C)C3)o1)N(C)C (configuration not stated)
i | i | COc1ccccc1N1CSC2=C(C#N)C(c3ccc(SC)cc3)CC(=O)N2C1 (configuration not stated)
i | i | CC(NC(=O)C1CCN(S(=O)(=O)N2CCC3(CC2)OCCO3)CC1)c1ccccc1 (configuration not stated)
i | . | Fc1ccc(CNCC2CCCO2)cc1 (configuration not stated)
i | i | Cc1c(NC(=O)CSCc2ccccc2)cccc1C(=O)O
i | i | O=C(Nc1ccc(Cl)cc1)C(c1ccccc1)N(CCO)CCO (configuration not stated)
i | i | Cn1c(SCC(=O)Nc2ccccc2)nc2ccccc2c1=O
i | i | O=C(CSc1nnnn1-c1ccccc1Cl)Nc1ccc2c(c1)OCCO2
. | i | COc1cccc(NC(=O)CCc2ccccc2)c1
i | i | CC(C)C(NC(=O)c1c(F)cccc1F)C(=O)NCCc1ccc(S(N)(=O)=O)cc1 (configuration not stated)
i | i | Cc1nc2ccccn2c1/C(O)=C1\C(=O)C(=O)N(CCN(C)C)C1c1ccco1 (configuration not stated)
i | i | CCN(CC)C(=O)CSc1nc(O)cc(=O)n1C
i | i | CN(C)c1nc(N2CCN(c3ccccc3)CC2)c(C#N)c(=O)o1
i | i | CC(C)OC(=O)c1nnc(-c2ccccc2)nc1OC(C)C
i | i | Cc1c(NC(=O)c2ccc(Cl)c(S(=O)(=O)N3CCCCC3)c2)c(=O)n(-c2ccccc2)n1C
i | i | CCCCC(C(=O)NC1CCCC1)N(C(=O)c1snc(C(N)=O)c1N)c1ccc(F)cc1 (configuration not stated)
i | i | CNC(=O)C1C2C=CC3(O2)C1C(=O)N(C1CC1)C3C(=O)NCc1ccc(OC)cc1 (configuration not stated)
i | i | Cc1ccc(C)c(Sc2ccc(NC(=O)CCl)cc2)c1
i | i | CC1CCCCN1S(=O)(=O)c1ccc(C(=O)Nc2nnc(-c3cccs3)o2)cc1 (configuration not stated)

Carrying on.
KCNQ2 inh | CHT inh | SMILES
i | i | Cc1ccc(CNC(=O)c2cc(-c3cc(C)cc(C)c3O)n[nH]2)cc1
i | i | CC(C)c1ccc(NC(=O)CSc2nc(=O)[nH]c3c2CCCC3)cc1
-7.9* | i | CN(Cc1ccccc1)c1nc2c(c(=O)n(C)c(=O)n2C)n1CCCc1ccccc1
i | i | CCOC(=O)CC/C(C)=N\N=C1\SC(CC(=O)O)C(=O)N1c1ccccc1 (configuration not stated)
i | i | C=C(C)CN1C(=O)C(O)(CC(=O)c2ccc3c(c2)OCCO3)c2ccccc21 (configuration not stated)
i | i | O=C(O)C1C2CCC(O2)C1C(=O)Nc1ccc(F)c(Cl)c1 (configuration not stated)
i | i | O=C(Nc1cccc(F)c1)c1ccc(Cn2cc([N+](=O)[O-])cn2)o1
i | i | CCn1cnc2c1c(=O)[nH]c(=O)n2Cc1ccccc1
i | i | O=C(Nc1nc(-c2ccc(S(=O)(=O)N3CCOCC3)cc2)cs1)c1ccccc1
i | i | C=CCn1c(=NC(=O)c2ccco2)sc2cc(C(=O)OC)ccc21
i | i | Cc1cc(C)n2nc(C(=O)Nc3nccs3)nc2n1
i | i | O=C(CSc1ncccn1)NCc1cccs1
i | i | ONC(=Nc1ccc(Cl)cc1)c1ccccc1Cl
i | i | COc1ccc(Cl)cc1NC(=O)C(C)OC(=O)c1ccc(NS(=O)(=O)c2ccc3[nH]c(=O)[nH]c3c2)cc1 (configuration not stated)
i | i | O=[N+]([O-])c1ccc2nc(-c3ccc(Cl)cc3)n(OCc3ccccc3)c2c1
i | i | COc1cc(/C=N/O)ccc1OCc1ccccc1Cl
i | i | O=C(Cn1cnc2c(nnn2Cc2ccc(Cl)cc2)c1=O)NCc1ccco1
i | i | Brc1cccc(-c2nnc3sc(CNCc4ccco4)cn23)c1

7 compounds from above, arranged by length of the SMILES, falling.
KCNQ2 inh | CHT inh | SMILES
i | i | COc1ccc(Cl)cc1NC(=O)C(C)OC(=O)c1ccc(NS(=O)(=O)c2ccc3[nH]c(=O)[nH]c3c2)cc1 (configuration not stated)
i | i | C=C(C)CN1C(=O)C(O)(CC(=O)c2ccc3c(c2)OCCO3)c2ccccc21 (configuration not stated)
i | i | CCOC(=O)CC/C(C)=N\N=C1\SC(CC(=O)O)C(=O)N1c1ccccc1 (configuration not stated)
i | i | Cc1ccc(CNC(=O)c2cc(-c3cc(C)cc(C)c3O)n[nH]2)cc1
i | i | C=CCn1c(=NC(=O)c2ccco2)sc2cc(C(=O)OC)ccc21
i | i | O=C(O)C1C2CCC(O2)C1C(=O)Nc1ccc(F)c(Cl)c1 (configuration not stated)
i | i | O=C(CSc1ncccn1)NCc1cccs1

Entries listed above shown as hits in CHT inh.
KCNQ2 inh | CHT inh | SMILES
i | -6.9* | COc1cc(C=Nc2cccc(C)c2)c(O)c([N+](=O)[O-])c1
i | -5* | c1ccc(Sc2ncnc3ccccc23)cc1

Screening results from PubChem.

Rows were taken by chance; overall some 1.9% were active at least once.
